PPARg SRC-3 ag: promotes SRC-3 coactivator recruitment by human PPARgamma; biochemical PPARgamma/SRC-3 coactivator recruitment assay; P37231; AID 731; activation, % at 8 µM; 200,000 tested, 0.26% active; in the data active = activation above about 23%;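 also: 0% = DMSO and 100% = reference agonist; some compounds past the cut are filed as inactive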
Target sequence (P37231 whole entry, looked up): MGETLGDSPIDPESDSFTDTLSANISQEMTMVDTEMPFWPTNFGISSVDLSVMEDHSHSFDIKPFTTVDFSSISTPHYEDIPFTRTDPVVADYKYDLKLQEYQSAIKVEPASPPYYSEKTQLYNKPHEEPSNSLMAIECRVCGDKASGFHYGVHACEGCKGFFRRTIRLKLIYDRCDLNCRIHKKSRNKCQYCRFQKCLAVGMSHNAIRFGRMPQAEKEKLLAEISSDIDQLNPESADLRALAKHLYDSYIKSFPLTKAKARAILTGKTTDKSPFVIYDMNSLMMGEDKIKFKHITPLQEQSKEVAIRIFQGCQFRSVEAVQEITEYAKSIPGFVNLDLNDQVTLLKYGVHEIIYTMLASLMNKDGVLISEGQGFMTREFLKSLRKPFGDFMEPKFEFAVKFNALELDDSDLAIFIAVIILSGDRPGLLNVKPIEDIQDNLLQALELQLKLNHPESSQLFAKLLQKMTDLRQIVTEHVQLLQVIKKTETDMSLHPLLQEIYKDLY
ROMK primary: modulators of human ROMK potassium channel. B-score at 10 µM. 130,000 tested, 2% active. P48048. Tet-inducible ROMK, thallium flux fluorescence; actives lie on both sides;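 active = signal ratio slope over the read window, or its plate-corrected B-score, at least 3 SD from the plate mean, either direction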;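 also: B-score of the F/F0 ratio slope over 7 to 12 s after thallium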
bIAP inh: blocks bovine intestinal alkaline phosphatase activity; inhibition, % at 20 µM; 190,000 tested, under 10 active; purified bovine IAP, CDP-star luminescence, 30 min;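 active = over 50% inhibition of intestinal alkaline phosphatase at 20 µM in the single-dose screen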
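test system = bovine IAP enzyme | medium = DEA buffer 100 mM, pH 9.8, with MgCl2 1.0 mM, ZnCl2 0.02 mM | detection = luminescence | dosing = single compound dose of 20 µM, 2% DMSO final | incubation = 30 min reaction at room temperature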
Redox H2O2 prof: compounds producing H2O2 with reducing agent – biochemical, NIH compound library profiling, artefact control for MLSCN library redox annotation, primary screen. DTT-dependent redox cycling H2O2, phenol red/HRP absorbance; 100% = 100 µM peroxide control, 0% = buffer. activation, % at 10 µM. 200,000 tested, 0.03% active. AID 878;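 active = activation of at least 50% relative to the plate's high and low controls in the primary single-dose screen; inactive = activation below 50%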;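 also: compound incubated with DTT at 0.8 mM final as the reducing agent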
SRC2 TRFRET art: flags TR-FRET format artefacts in PPARgamma SRC-2 recruitment agonist screen; 200,000 tested, 0.4% active; TR-FRET ratio at 8 µM; TR-FRET artefact counter-screen; hits give high values; in the data active = TR-FRET ratio above about 2000; also: inactives centre near 1500
L major viab: inhibitors of Leishmania major promastigote growth; Leishmania major promastigotes, resazurin fluorescence viability; inhibition, % at 10 µM; 200,000 tested, 9% active; in the data active = inhibition above about 50%;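 also: promastigotes grown with compound for 44 hours at 28 °C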
PPARg SRC1 recr: agonists of human PPARgamma SRC-1 coactivator recruitment | 200,000 tested, 0.41% active | P37231 | PPARgamma-SRC-1 coactivator recruitment biochemical assay | activation, % at 8 µM; in the data active = activation above about 19%;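 also: 0% = DMSO and 100% = reference agonist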
S1P3 antag: blocks the human S1P3 receptor | AID 485 | 170,000 tested, 0.27% active | CHO S1P3 NFAT-BLA reporter, FRET fluorescence, antagonist mode | inhibition, % at 4.98 µM | Q99500;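 active = inhibition above the plate cutoff, the mean inhibition of test wells on that plate plus 3 SD, cut at about 28% in these data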;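 also: cells challenged with S1P at its EC80 of 0.8 µM; blue over green emission ratio from cleaved BLA substrate after 4 h stimulation; 0% = S1P-stimulated wells and 100% = unstimulated DMSO-only wells; some compounds past the cut are filed as inactive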
Target sequence (Q99500 whole entry, looked up): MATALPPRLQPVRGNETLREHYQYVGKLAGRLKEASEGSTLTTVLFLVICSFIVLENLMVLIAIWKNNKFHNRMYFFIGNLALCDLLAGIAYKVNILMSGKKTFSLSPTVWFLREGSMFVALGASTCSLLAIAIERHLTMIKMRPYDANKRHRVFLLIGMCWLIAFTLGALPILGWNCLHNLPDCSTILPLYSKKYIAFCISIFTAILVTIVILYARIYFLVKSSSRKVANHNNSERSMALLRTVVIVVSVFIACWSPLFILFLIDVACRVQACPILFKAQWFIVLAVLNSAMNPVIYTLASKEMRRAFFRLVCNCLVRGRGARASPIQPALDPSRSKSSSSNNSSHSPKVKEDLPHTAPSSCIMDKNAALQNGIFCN
HMGR II inh: inhibitors of class II HMG-CoA reductase from Enterococcus faecalis | purified E. faecalis HMGR, NADPH absorbance 340 nm kinetic | inhibition, % at 10 µM | 190,000 tested, 0.41% active;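 active = inhibition above a set limit, the median over all tested compounds plus 3 SD, cut at about 9.5% in these data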;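 also: enzyme runs in reverse so mevalonate oxidation gives rising NADPH absorbance; 0% = complete reaction with DMSO and 100% = background rate lacking mevalonate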
RAM network inh: blocks the yeast RAM network; 190,000 tested, 1.8% active; S. cerevisiae dse1pr::URA3 reporter, 5-FOA growth OD615, 2 d; analog-sensitive cbk1-as2 kinase mutant strain; AID 868; inhibition, % at 50 µM;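 active = inhibition above a set limit, 3 SD over mean compound inhibition, cut at about 8.4% in these data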;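 also: 0% = DMSO-only wells with no growth and 100% = 10 µM 1-NA-PP1 full growth; inhibition rescues growth on 5-FOA so higher OD means more RAM inhibition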
PPARg SRC2 recr: PPARgamma-driven SRC-2 recruitment agonism; P37231; PPARgamma LBD-SRC-2 recruitment, biochemical; activation, % at 8 µM; 200,000 tested, 0.34% active; in the data active = activation above about 22%;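 also: 0% = vehicle and 100% = reference agonist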
The depositor's hits bear a star; . = no result given. Compounds were not picked by outcome; any-hit rate near 13%.

No.	canonical_smiles	PPARg SRC-3 ag	ROMK primary	bIAP inh	Redox H2O2 prof	SRC2 TRFRET art	L major viab	PPARg SRC1 recr	S1P3 antag	HMGR II inh	RAM network inh	PPARg SRC2 recr
1	O=C(Nc1cnn(Cc2ccccc2)c1)NC12CC3CC(CC(C3)C1)C2	-4	0.63	4	4.5	1588	20	1	.	-5	1.9	7
2	NS(=O)(=O)c1ccc(CCNC(=O)CCCC2=NS(=O)(=O)c3ccccc3N2)cc1	1	.	-1	0.1	1569	0	11	-34	-4	3.7	4
3	Cc1cccc(N2C(=O)C3C4CC(C(Br)C4Br)C3C2=O)n1 (centres undefined)	0	0.96	6	-3.0	1470	-5	-9	.	-3	0.1	-8
4	N/C(=N\OC(=O)/C=C/c1ccc(Br)cc1)c1ccccn1	1	-0.014	8	1.2	1696	77*	1	3	2	2.9	-3
5	CC1CC(C)(C)NCc2ccccc21 (centres undefined)	-2	.	5	-0.8	1562	1	0	-24	-4	0.8	4
6	CCCOCC(O)CC(CC)C(=O)NNC(=S)Nc1ccccc1 (centres undefined)	-3	-0.064	-4	-0.3	1473	-2	-3	4	0	2.0	-9
7	NC(=O)COC(=O)c1ccc(Oc2ccccc2)cc1	3	.	-10	-1.1	1673	-3	-1	20	-1	-1.4	-3
8	CCOC(=O)c1cc(CC)sc1NC(=O)C(c1ccccc1)c1ccccc1	-2	.	21	2.3	1475	2	-6	.	2	9.3*	7
9	COc1ccc(/C(N)=N/OC(=O)C2CCC(=O)N2S(=O)(=O)c2ccc(C)cc2)cc1 (centres undefined)	3	-0.062	-4	-0.7	1773	-2	6	12	-4	3.6	8
10	COc1ccc(C2CC(c3ccc(Br)cc3)=NN2C(=O)c2cccnc2)cc1 (centres undefined)	-5	-1.2	26	0.3	1463	14	9	7	-4	1.2	1
11	CCN=C1S/C(=C\c2cc(OCC)c(O)cc2Br)C(=O)N1CC	5	0.98	-4	-0.2	1454	5	3	1	-7	12*	-5
12	CCOC(=O)/C(N=Nc1ccc(F)cc1)=C(/O)c1ccc([N+](=O)[O-])cc1	6	.	14	0.2	1581	-5	3	.	0	2.2	0
13	CCN(CC)CCNC(=O)c1cc2cc(Br)ccc2s1	5	0.017	-11	-0.2	1460	96*	3	-6	-6	1.8	4
14	CN(C)S(=O)(=O)c1cccc(C(=O)N(Cc2ccc(F)cc2)Cc2ccco2)c1	1	-0.92	-15	0.9	1266	-2	-7	-24	0	0.6	-12
15	CCOC(=O)C1CCN(c2cc(=O)n(-c3ccc(OC)cc3)c(=O)[nH]2)CC1	2	.	5	-0.8	1643	-8	2	.	-10	0.5	6
16	CCCn1c(C)cc(C(=O)COC(=O)c2ccc[nH]c2=O)c1C	7	.	10	-0.2	1547	-2	6	-14	-2	2.2	6
17	COc1ccc(C(=O)NCc2nnc(SCC(=O)N3CCOCC3)o2)cc1OC	-1	0.35	2	0.1	1597	-8	1	-5	-4	0.6	-4
18	CC(=O)Nc1ccc(-c2cn3cc(C)ccc3n2)cc1	2	.	5	-1.0	1689	48	5	-1	-1	1.4	1
19	NNC(=O)Nc1cccc(C(F)(F)F)c1	-6	.	-8	-0.9	1336	-2	2	7	3	-0.8	5
20	O=C(Cn1c(=O)n(CC(=O)NCc2ccccc2)c2ccccc21)NCc1ccccc1	-10	.	12	1.8	1467	-7	0	.	-1	1.8	-1
21	Cc1cccc2[nH]c3c(N4CCN(C(=O)c5ccco5)CC4)ncnc3c12	8	0.017	-8	-4.4	1672	82*	4	.	-3	0.0	12
22	O=C(N/N=C/c1ccncc1)c1ccc(NC(=O)c2cccc(Cl)c2)cc1	2	0.57	11	-0.3	1562	33	-4	2	-1	0.0	2
23	COCCn1c(CN2CCN(c3ccccc3)CC2)nc2c1c(=O)n(C)c(=O)n2C	-5	.	.	0.7	1285	2	-3	.	.	.	-3
24	O=C(/C=C/c1ccco1)Nc1nnc(-c2ccco2)s1	4	2	10	-0.8	1490	-7	-5	-15	1	3.7	1
25	CCC(C)(C)NC(=O)C(c1ccncc1)N(Cc1ccc(C)cc1)C(=O)c1csnn1 (centres undefined)	13	.	-9	2.6	1595	1	9	.	-9	-0.8	0
26	Cc1nc2ccc(NC(=O)CCS(=O)(=O)c3ccccc3)cc2s1	-3	-0.65	8	-0.5	1460	2	5	0	-1	1.9	-3
27	CN(C#N)c1nc(Cl)nc(Nc2cccc(Cl)c2)n1	1	-1.3	32	-0.6	1580	-1	5	-10	-1	1.5	7
28	COCn1c(-c2ccc(OC)cc2)nc2ccccc21	15	.	-2	-0.7	1640	18	3	.	0	-0.2	17
29	N/C(=N\OC(=O)CCC1CCCCC1)c1cccc([N+](=O)[O-])c1	6	0.044	25	0.9	1737	-7	4	.	0	-0.5	-1
30	COc1ccc(CNC(=O)Nc2cccs2)cc1OC	2	-0.56	1	-0.1	1519	-2	2	-14	-7	0.0	-4

Pulled one by one from the entries so far, 2 records:
No.	canonical_smiles	PPARg SRC-3 ag	ROMK primary	bIAP inh	Redox H2O2 prof	SRC2 TRFRET art	L major viab	PPARg SRC1 recr	S1P3 antag	HMGR II inh	RAM network inh	PPARg SRC2 recr
26	Cc1nc2ccc(NC(=O)CCS(=O)(=O)c3ccccc3)cc2s1	-3	-0.65	8	-0.5	1460	2	5	0	-1	1.9	-3
1	O=C(Nc1cnn(Cc2ccccc2)c1)NC12CC3CC(CC(C3)C1)C2	-4	0.63	4	4.5	1588	20	1	.	-5	1.9	7

Following part:
No.	canonical_smiles	PPARg SRC-3 ag	ROMK primary	bIAP inh	Redox H2O2 prof	SRC2 TRFRET art	L major viab	PPARg SRC1 recr	S1P3 antag	HMGR II inh	RAM network inh	PPARg SRC2 recr
31	COc1ccc(-n2cnc(N)c2C(=O)c2cccc([N+](=O)[O-])c2)cc1	1	0.13	-17	-0.2	1519	-4	0	17	-5	3.1	-3
32	COc1ccc(C(=O)Nc2ccc(C3=NNC(=O)CC3C)cc2NC(=O)c2ccc(OC)cc2)cc1 (centres undefined)	1	-0.75	5	-1.7	1521	9	-2	-42	1	6.0	15
33	O=C(NN1CCOCC1)c1cc(-c2ccccc2)nc2ccccc12	-1	0.3	4	-3.0	1355	3	4	.	-2	0.9	-9
34	CC1(C)COC(/C=C/c2ccc([N+](=O)[O-])cc2)=N1	1	-2	-1	-0.7	1443	87*	7	9	0	1.7	4
35	COc1cccc(CNc2ncnc3cc(OC)c(OC)cc23)c1	0	.	6	2.4	1368	6	-2	.	-1	0.1	-3
36	COCCCNCC(O)COc1ccccc1F (centres undefined)	3	0.73	3	-0.2	1472	-5	6	-14	1	-0.2	5
37	CN(C)c1ccc(/C=N/NC(=O)c2ccco2)cc1	-3	.	.	0.2	1592	-6	2	0	-2	0.2	4
38	CSc1ccc(/C=N/N2CCN(C)CC2)cc1	-5	0.014	-5	-1.6	1423	2	-13	-7	-7	1.8	-7
39	CCCN(CCC)CCCNC(=S)Nc1ccc2nc(N3CCN(C)CC3)cc(C)c2c1	-6	0.039	-7	-1.2	1602	65*	6	8	4	1.4	-4
40	Brc1ccccc1OCCCCn1cnc2ccccc21	-2	-1.5	-2	-0.8	1554	19	6	9	0	-0.2	-5
41	O=C(O)CSc1ncnc2nc[nH]c12	9	1.2	6	0.1	1540	-5	6	.	0	0.2	14
42	CNC(=O)COC(=O)c1cc(NC(=O)c2ccco2)c(OC)c(OC)c1	4	1.2	2	-1.5	1848	0	2	.	-7	1.3	8
43	COc1ccc(OCCCON2C(=O)c3ccccc3C2=O)cc1	-3	.	4	2.5	1631	-3	9	-8	1	1.4	8
44	CCCN(N=Nc1cccc([N+](=O)[O-])c1)c1cccc([N+](=O)[O-])c1	1	-0.63	.	0.4	1546	-3	6	.	-3	12*	3
45	CCCOc1ccc(Cc2nc(N)nc(N)n2)cc1	-8	.	0	1.1	1554	-5	6	-14	-3	2.2	-1
46	CCn1c(SCC(=O)Nc2ccc(OC)c(OC)c2)nnc1-c1c[nH]c2ccccc12	2	.	-34	-0.8	1435	2	-2	.	1	0.1	-12
47	O=C(NCC(=O)N(Cc1ccco1)C(C(=O)NC1CCCCC1)c1cccnc1)c1cccs1 (centres undefined)	2	0.08	32	0.2	1389	0	5	.	-3	-0.7	0
48	ONC=Nc1cccc2nonc12	0	0.31	12	2.9	1561	-5	5	-28	-4	1.6	4
49	Cc1ccc2c(C)c(C(=O)Nc3ccc(S(N)(=O)=O)cc3)oc2c1C	2	0.43	15	-1.2	1525	16	-5	-1	-6	3.0	-5
50	C#CCOCCOCCOCCNc1nc(N2CCN(C(=O)C(Cc3ccc(O)cc3)n3cc(C(N)CC(C)C)nn3)CC2)nc(N2CCN(C(=O)C(Cc3ccc(O)cc3)n3cc(C(N)C(C)CC)nn3)CC2)n1 (centres undefined)	-1	.	-41	0.6	1552	-3	5	-2	-6	1.5	-9
51	O=C(Nc1ccon1)C(Sc1ccccc1)c1ccccc1 (centres undefined)	-3	-1.3	20	2.2	1520	19	3	46	1	1.3	6
52	CCN(C(=O)COC(=O)c1ccc2[nH]c3c(c2c1)CCCC3)C1CCS(=O)(=O)C1 (centres undefined)	-1	-0.051	-14	-1.4	1670	31	11	8	-1	1.0	4
53	COCCCNC(=S)NNC(=O)Cn1nc(C)c(Br)c1C	-9	.	8	0.3	1508	-2	-5	-17	-3	1.4	-5
54	CCn1c(CNC(=O)c2ccc(OC)cc2)nnc1SC	3	.	9	-0.6	1626	-4	11	-24	5	0.7	6
55	CSc1cccc(NC(=O)CCC(=O)O)c1	0	0.014	8	-0.1	1625	-8	7	8	1	3.1	10
56	COc1cc(/C=N/NC(=O)CN2CCCCC2)ccc1OCc1ccccc1	-3	-1.9	5	0.2	1496	95*	-7	7	1	-0.3	-7
57	COc1ccc(Cl)cc1NC(=O)C1CC(=O)N(c2ccc(F)cc2)C1 (centres undefined)	-3	0.44	12	1.4	1577	0	1	-9	-1	3.9	6
58	Oc1ccc(CNc2ccc(F)cc2)c2cccnc12	9	0.55	-2	-0.2	1552	-3	6	3	4	0.8	6
59	Clc1ccccc1Nc1ncnc2c1nnn2Cc1ccccc1	-1	0.056	15	1.9	1650	-6	0	10	-2	1.0	-8
60	CCOc1ccc(C(C)=O)cc1CSc1nnc(N)s1	-1	0.37	-3	-0.2	1622	6	7	2	1	4.0	7
61	Clc1ccc(-c2nc3ncccn3c2Nc2ccc3c(c2)OCO3)cc1	21	.	1	3.1	1690	-4	11	.	-5	5.9	4
62	O=C(CN1CCN(c2ccccc2)CC1)Nc1nccs1	6	-0.31	6	-0.8	1643	-4	-2	-19	3	2.4	-3
63	O=C(NCc1ccc(Cl)cc1)c1cc2c(nc3sccn32)s1	5	.	12	0.9	1615	0	2	-10	-1	3.5	4
64	COc1cccc(C2C(C(=O)/C=C/c3ccco3)=C(O)C(=O)N2CCN2CCOCC2)c1 (centres undefined)	4	-0.11	-2	-0.6	1789	-8	-2	2	-2	2.2	0

Screening results deposited in PubChem BioAssay by several laboratories.
